# Compound activity as filed in PubChem BioAssay.
# KCNK3 block: human KCNK3 channel inhibitors, primary screen, CHO cells, FluxOR thallium flux, B-score | FluxOR fluorescence; hits give low values | 340,000 compounds, 0.84% hits | AID 602410, 2012 | B-score at 10 µM | Potassium channel subfamily K member 3 (Homo sapiens), O14649;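 active = B-score under library mean minus 4 SD, starting fluorescence ratio at most library mean plus 5 SD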;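 also: more negative B-score means stronger inhibition of thallium flux through KCNK3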
# MrgX1 ag: agonists of human MrgX1 receptor, primary screen, HEK293 cells, Fluo-4 calcium flux; B-score at 10 µM; Fluo-4 calcium fluorescence, agonist mode; hits give high values; 310,000 compounds, 0.44% hits;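 active = calcium response B-score plate-corrected fluorescence ratio at least 3 library SD, with starting fluorescence B-score inside 5 SD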
# Target sequence (Q96LB2 whole entry, looked up): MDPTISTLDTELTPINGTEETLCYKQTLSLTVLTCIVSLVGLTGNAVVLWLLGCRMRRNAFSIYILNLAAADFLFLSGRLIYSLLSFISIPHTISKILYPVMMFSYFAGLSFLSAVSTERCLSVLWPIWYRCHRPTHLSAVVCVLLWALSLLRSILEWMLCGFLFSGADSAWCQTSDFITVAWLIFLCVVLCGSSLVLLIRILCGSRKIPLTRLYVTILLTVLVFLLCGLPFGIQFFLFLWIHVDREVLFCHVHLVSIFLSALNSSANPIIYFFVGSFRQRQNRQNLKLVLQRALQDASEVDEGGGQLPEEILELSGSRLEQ
#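 Test system: Stable human MrgX1 HEK293 cell line | Schedule: Overnight plating before 1 h dye loading | Read-out basis: Baseline-normalised fluorescence change ratio, B-scored | Detection: Kinetic calcium dye fluorescence, Fluo-4 NW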
# MrgX1 PAM: positive allosteric modulators of MrgX1, primary screen, HEK293 cells, Fluo-4 calcium flux. Mas-related G-protein coupled receptor member X1 (Homo sapiens), Q96LB2. FDSS; hits give high values. B-score at 10 µM. 310,000 compounds, 0.63% hits;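 active = plate-corrected calcium response at least 3 library SD above typical, normal starting fluorescence, not activating the receptor alone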;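 also: compound read alongside a low EC10 to EC30 dose of BAM8-22 agonist; peak minus trough fluorescence over baseline measured at the second addition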
# KCNQ1 act: potentiators or activators of KCNQ1 channel, primary screen, cell-based, thallium flux, high-throughput. B-score at 10 µM. 310,000 compounds, 0.35% hits. CHO-K1 KCNQ1, thallium flux FluxOR fluorescence; hits give high values. Potassium voltage-gated channel subfamily KQT member 1 (Homo sapiens), P51787;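 active = fluorescence ratio B-score, a plate-corrected score, at least three library SD, with initial intensity B-score within 5 SD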
#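 Assay system: CHO-K1 cells stably expressing KCNQ1; Medium: assay buffer with matched DMSO; Also added: K+/Tl+ depolarizing stimulus; Dosing: single dose; Timing: dye 90 min, compound 20 min, room temperature; Measured by: kinetic FluxOR thallium fluorescence, 10-s 1-Hz baseline, 110-s post-stimulus read; Read-out: peak-minus-minimum fluorescence over initial fluorescence, negative-control normalized, B-scored.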
# RGS4 pot: RGS4 potentiators or activators, primary screen, cell-based, HEK293 M3R inducible RGS4, calcium flux; carbachol calcium flux Fluo4; hits give low values; B-score at 10 µM; 310,000 compounds, 0.92% hits; AID 463111, 2010;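 active = B-score of the integrated calcium signal more than 4 SD below the library mean, with starting fluorescence not abnormally high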;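 also: negative B-score means reduced calcium response which marks RGS4 activation or potentiation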
#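 Detection: kinetic calcium fluorescence imaging with Fluo4-AM dye, 2 µM / Material: HEK293 cells with stable M3R and inducible RGS4 / Schedule: recording 10 s baseline at 1 Hz, 100 s post-agonist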
# hERG protect: hERG rescue from dofetilide block, primary screen, cell-based, CHO-hERG, FluxOR thallium flux, dofetilide IC70. dofetilide IC70 present. activation (rescue from dofetilide block), less the hit threshold, % at 10 µM. Voltage-gated inwardly rectifying potassium channel KCNH2 (Homo sapiens), Q12809. 310,000 compounds, 0.51% hits;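 active = activation above the mean of controls blocked by dofetilide plus 5 SD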;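 also: thallium influx through hERG after potassium depolarization seen as dye fluorescence rise; in these data hits start at about 4.7%; inactives centre near -7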
# KCNK9 inh: KCNK9 potassium channel inhibitors, primary screen, HEK293 cells, thallium flux | FluxOR thallium flux fluorescence; hits give low values | 310,000 compounds, 1.2% hits | B-score at 10 µM | AID 488922, 2010;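 active = ratio B-score over 3 SD below the library mean, with starting fluorescence within 5 SD of its mean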;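 also: negative B-score means less thallium flux so channel inhibition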
# Target sequence (Q9NPC2 whole entry, looked up): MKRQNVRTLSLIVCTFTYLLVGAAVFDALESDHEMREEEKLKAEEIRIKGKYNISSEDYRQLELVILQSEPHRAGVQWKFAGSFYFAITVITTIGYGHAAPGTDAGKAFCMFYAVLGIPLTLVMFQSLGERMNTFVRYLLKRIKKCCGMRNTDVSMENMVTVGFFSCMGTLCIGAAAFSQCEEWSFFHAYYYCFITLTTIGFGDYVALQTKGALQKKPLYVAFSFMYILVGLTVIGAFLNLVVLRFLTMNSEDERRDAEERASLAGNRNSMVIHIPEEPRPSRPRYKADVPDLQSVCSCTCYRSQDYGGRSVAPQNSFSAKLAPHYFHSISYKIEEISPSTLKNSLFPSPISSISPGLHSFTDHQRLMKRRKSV
# ANO1 block: TMEM16A chloride channel inhibitors, primary screen, cell-based, HTS; normalized B-score (activity score, 25-100; higher = stronger inhibition) at 10 µM; HEK293 TMEM16A/YFP iodide influx fluorescence, ionomycin; Anoctamin-1 (Mus musculus), Q8BHY3; 310,000 compounds, 1.2% hits; AID 588511, 2011;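 active = ratio plate-corrected score three or more library SD toward inhibition, starting fluorescence score within five deviations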;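 also: score derived from kinetic fluorescence span divided by baseline fluorescence per well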
# RGS4 inh: RGS4 inhibitors, primary screen, cell-based, HEK293 M3R inducible RGS4, calcium flux | Regulator of G-protein signaling 4 (Homo sapiens), P49798 | Fluo-4 calcium flux; hits give high values; triggered by carbachol at its EC20 | B-score at 10 µM | 310,000 compounds, 0.45% hits | AID 463165, 2010;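 active = B-score, a plate-corrected calcium signal, over three deviations above library mean, with baseline fluorescence within five deviations of library mean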;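 also: RGS4 expression induced by doxycycline in cells with stable M3 receptor; B-score is computed from the integrated fluorescence ratio over baseline after carbachol; higher B-score means a larger calcium signal and so more RGS4 inhibition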
# Target sequence (P49798 whole entry, looked up): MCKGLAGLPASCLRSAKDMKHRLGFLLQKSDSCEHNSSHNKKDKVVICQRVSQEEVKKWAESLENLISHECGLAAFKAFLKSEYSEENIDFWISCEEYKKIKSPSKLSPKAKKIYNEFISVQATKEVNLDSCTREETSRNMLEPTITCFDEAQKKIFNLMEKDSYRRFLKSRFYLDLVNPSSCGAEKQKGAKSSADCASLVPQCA
# KCNQ1 block: inhibitors of human KCNQ1 channel, primary screen, cell-based, thallium flux, high-throughput | B-score at 10 µM | 310,000 compounds, 1.3% hits | AID 2642, 2010 | CHO-K1 KCNQ1, FluxOR thallium flux fluorescence; hits give high values;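 active = compounds whose thallium flux B-score, printed positive for inhibition, exceeds three library SD while starting fluorescence stays within three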;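 also: channel opened by potassium depolarization with thallium stimulus after 20 min compound exposure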
# ANO1 activ: TMEM16A chloride channel activators or potentiators, primary screen, cell-based, HTS | HEK293 TMEM16A/YFP-H148Q/I152L, iodide quench fluorescence; hits give low values | B-score at 10 µM | 340,000 compounds, 0.3% hits | AID 623877, 2012;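 active = fluorescence-ratio B-score plate-corrected deviation score at least 3 library SD below zero, with starting fluorescence score within 5 deviations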;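 also: channel opened by trigger with iodide after compound preincubation; score built on the fluorescence ratio of max minus min over baseline; more negative score means more quench and so TMEM16A activation or potentiation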
# An asterisk follows results filed as active; i = inactive; · = no result given.
# Under each structure: KCNK3 block	RGS4 pot	RGS4 inh	KCNK9 inh	MrgX1 PAM	ANO1 activ	KCNQ1 act	ANO1 block	KCNQ1 block	MrgX1 ag	hERG protect
O=c1c2ccccc2n(Cc2ccc(F)cc2)c(=O)n1C1CCCC1
  i	·	·	·	i	i	·	i	·	i	·
O=C(CCc1ccccc1)Nc1ccc(N2CCOCC2)cc1
  i	i	i	i	i	i	i	i	i	i	1.8
O=C(COC(=O)CC1c2ccccc2CCN1S(=O)(=O)c1ccc(F)cc1)Nc1ccccc1 (centres undefined)
  i	i	i	i	i	i	i	i	i	i	-8.7
C/C(=N\NC(=O)c1cc(C(C)C)[nH]n1)c1ccco1
  i	i	i	i	i	i	i	i	i	i	-7.8
CCc1nnc(NC(=O)c2ccc3c(=O)n4c(nc3c2)CCCCC4)s1
  i	i	i	i	i	i	i	i	i	i	-17.4
COc1ccc2c(c1OC)C(=O)N(c1cccc(/C=C/C(=O)O)c1)C2
  i	i	i	i	i	i	i	i	i	i	-6.6
CCOC(=O)CSC1=C(C#N)C(C)C2=C(CCCC2=O)N1 (centres undefined)
  i	i	i	i	i	i	i	i	i	i	-8.2
CC(C)(C)NS(=O)(=O)c1ccc(CCC(=O)N2CCOCC2)cc1
  i	i	i	i	i	i	i	i	i	i	2.1
CCCc1nc2sc3c(c2c(=O)n1NC(=O)CCC(=O)O)CCCC3
  i	i	i	i	i	i	i	i	i	i	-5.6
COc1cc(SC)ccc1C(=O)Nc1cccc(C)n1
  i	i	i	i	i	i	i	i	i	i	-11.7
COc1ccc(-c2nn(-c3ccccc3)cc2/C=N/n2cnnc2)cc1OC
  i	i	i	i	i	i	i	i	i	i	-0.4
CCOc1ccc(-c2csc(N)c2C(=O)OC)cc1
  i	i	i	i	i	i	i	i	i	i	-7.0
COc1ccc(CNC(=O)C2CCN(S(=O)(=O)c3ccc4c(c3)CC(C)N4C(=O)C3CC3)CC2)cc1 (centres undefined)
  i	i	i	i	i	i	i	i	i	i	-3.1
Cc1nn(C)c(C)c1S(=O)(=O)N1CCC(C(=O)NCCC2=CCCCC2)CC1
  i	i	i	i	i	i	i	i	i	i	-6.8
COc1ccc(N2C(=O)CS/C2=N\C(=S)Nc2ccccc2)cc1
  i	i	i	i	i	i	i	i	i	i	-11.5
CCOC(=O)c1c(C)[nH]c(C(=O)COC(=O)CN2C(=O)C3CCCCC3C2=O)c1C (centres undefined)
  i	i	i	i	i	i	i	i	i	i	-16.5
CCCCC(=O)NCCc1ccc(OC)cc1
  i	i	i	i	i	i	i	i	i	i	-5.1
COc1cc(C#N)ccc1OCC(=O)N1CCc2ccccc2C1
  i	i	i	i	i	i	i	i	i	50.2*	-7.8
O/N=C/c1cn(-c2ccccc2)nc1-c1ccc2c(c1)OCCO2
  i	i	i	i	i	i	i	i	i	i	-9.1
Cc1c(S(=O)(=O)N2CCc3ccccc3C2)c(=O)n(C)c(=O)n1C
  i	i	i	i	i	i	i	i	i	i	-9.0
COc1cc(OC)cc(C(=O)NC(=S)Nc2nnn(C)n2)c1
  i	i	i	i	i	i	i	i	i	i	-1.3
Cc1cc(C(=O)NNC(=S)NC(=O)/C=C/c2ccccc2Cl)n[nH]1
  i	i	i	i	i	i	i	i	i	i	-6.7
N#Cc1ccccc1NC(=O)CSc1nnc(-c2ccc(F)cc2)n1-c1ccccc1
  i	i	i	i	·	i	i	·	i	·	-10.8
Cc1noc(C)c1CSCC(=O)N(C)CC(=O)Nc1ccc(Cl)cc1
  i	i	i	i	i	i	i	i	i	i	-9.4
CCc1ccc(NC(=O)CSc2ccccn2)cc1
  i	i	i	i	i	i	i	i	i	i	-5.2
CCN1CCN(S(=O)(=O)c2ccc(Cl)c(C(=O)N(C)Cc3ccc(F)cc3)c2)CC1
  i	i	i	i	i	i	i	i	i	i	-13.3
CC(C)(C)Nc1c([N+](=O)[O-])c(=O)sc2ccccc12
  i	i	i	i	i	i	i	i	i	i	-3.0
CCOC(=O)CS(=O)(=O)c1ccc(C(F)(F)F)cn1
  i	i	i	i	i	i	i	i	i	i	-5.6
Cc1ccc(OCc2cc(C(=O)N(C)CCc3ccccc3)no2)cc1C
  i	i	i	i	i	i	i	i	i	i	-9.0
COc1ccc2[nH]c3c(NCc4ccco4)ncnc3c2c1
  ·	i	i	i	i	·	i	i	i	i	-12.7
CC(C)CCNC(=O)C(=O)Nc1cc2c3c(c1)CC(=O)N3CCC2
  i	i	i	i	i	i	i	i	i	i	-5.6
Cc1cc(C(=O)NCC(=O)O)c(C)o1
  i	i	i	i	i	i	i	i	i	i	-7.6
Cc1cc(C)c(S(=O)(=O)N2CCCc3ccccc32)c(C)c1
  i	i	i	i	i	i	i	25*	i	i	-14.6
COCCn1nnnc1C(CC(C)C)N1CCN(c2cccc(OC)c2)CC1 (centres undefined)
  i	i	i	i	·	i	i	·	i	·	-13.8
Nn1cc(-c2ccccc2)nc1SCC(=O)Nc1ccc2c(c1)OCO2
  i	i	i	i	i	i	i	i	i	i	-5.9
CC(C)c1ccc(NC(=O)C(c2ccccc2)N(C)C(=O)CCc2c[nH]c3ccccc23)cc1 (centres undefined)
  i	i	i	i	i	i	i	i	i	i	-11.3
CCc1ccc(C2NC(=S)NC3=C2C(=O)CC(C)(C)C3)cc1 (centres undefined)
  i	i	i	i	i	i	i	i	i	i	-7.5
CCCCC(=O)Nc1ccc2oc(-c3ccncc3)nc2c1
  i	i	i	i	i	i	i	i	i	i	3.6
CCC(=O)Nc1ccc2c(c1)N(C(C)=O)c1ccccc1CC2
  i	i	i	i	i	i	i	i	i	i	-5.8
Cn1ncc2c(NCc3ccccc3)ncnc21
  i	i	i	i	i	i	i	i	i	i	-3.6
O=C1Cc2ccccc2C(c2ccc(Br)cc2)N1 (centres undefined)
  i	i	i	i	i	i	i	i	i	i	1.3
COc1cccc(CN(C)C(=O)c2cc(S(=O)(=O)NCc3ccccc3)ccc2C)c1OC
  i	i	i	i	i	i	i	i	i	i	-15.4
COc1ccc2c(c1)[nH]c1c(=O)n(CCN(C)C)cnc12
  i	i	i	i	i	i	i	i	i	i	-10.8
CC(C)(C)n1cnnc1Sc1ncccc1[N+](=O)[O-]
  i	i	i	i	i	i	i	i	i	i	-5.1
CC(=O)Nc1ccc(OCC(=O)N2CCc3ccccc3C2)cc1
  i	i	i	i	i	i	i	i	i	i	1.9
COc1cc(/C=N/NC(=O)CCc2n[nH]c(=O)[nH]c2=O)ccc1O
  i	i	i	i	i	i	i	i	i	i	-1.5
Cc1cc(C)nc(SCc2ccc(C(=O)NN=C3CCCC3)cc2)n1
  i	i	i	i	i	i	i	i	i	i	-0.7
CS(=O)(=O)N(CC(=O)NCc1ccc2c(c1)OCO2)C1CCCCC1
  i	i	i	i	i	i	i	i	i	i	-5.8
O=C(Nc1ccc(Br)cc1)C1CCN(C(=O)c2ccc(F)cc2)CC1
  i	i	i	i	i	i	i	i	i	i	-5.0
O=S(=O)(NC1CC1)c1ccc(S(=O)(=O)N2CCCC3(CCCCC3)C2)cc1
  i	i	i	i	i	i	i	i	i	i	2.0
COc1ccc(C2=C(Nc3ccc(F)cc3)c3ccccc3C2=O)cc1
  i	i	i	i	i	i	i	i	i	i	-8.4
CC(C)[C@@H](NC(=O)C1CCC(CNC(=O)[C@H](Cc2ccccc2)NC(=O)OC(C)(C)C)CC1)C(=O)O (some centres undefined)
  i	i	i	i	i	i	i	i	i	i	-9.2
COCCn1c(-c2ccc(-c3ccccc3Cl)o2)nc2c1c(=O)[nH]c(=O)n2CC(C)C
  i	i	i	i	i	i	i	i	i	i	-14.2
Cc1ccc([N+](=O)[O-])cc1N(CC(=O)N1CCCCC1)S(C)(=O)=O
  i	i	i	i	7.49*	i	i	i	i	i	-8.1
CC(=O)Nc1ccc(C(=O)Nc2ccc(S(=O)(=O)N3CCCC3)cc2)cc1
  i	i	i	i	i	i	i	i	i	i	-6.1
Cc1ccc(NC(=O)Nc2nc3ccccc3s2)cc1NC(=O)Nc1nc2ccccc2s1
  i	i	i	i	i	i	i	i	i	i	-0.7
COc1ccc(CC(NC(=O)c2ccccc2)C(=O)NCC(=O)O)cc1 (centres undefined)
  i	i	i	i	i	i	i	i	i	i	-9.0
O=C(Nc1ccccc1-c1ccccc1)c1ccc(NC(=O)c2ccco2)cc1
  i	i	i	i	i	i	i	i	i	i	-5.8
CCOc1ccccc1-n1c(=S)sc2c(=O)n(-c3ccc(C)cc3)c(=S)[nH]c21
  i	i	i	i	i	i	i	i	i	i	-10.4
CCOc1ccccc1/C=C/c1onc(C)c1S(=O)(=O)N1CCC(C(=O)N(CC)CC)CC1
  i	i	i	i	i	i	i	i	i	i	-11.8

# Next part:
# Under each structure: KCNK3 block	RGS4 pot	RGS4 inh	KCNK9 inh	MrgX1 PAM	ANO1 activ	KCNQ1 act	ANO1 block	KCNQ1 block	MrgX1 ag	hERG protect
Cc1ccc(NC(=O)Cn2nc(C)c([N+](=O)[O-])c2C)cc1Cl
  i	i	i	i	·	i	i	·	i	·	-14.8
CCOc1ccc(OCCC(=O)OCC(=O)Nc2ccc3c(c2)OCO3)cc1
  i	i	i	i	i	i	i	i	i	i	-12.4
O=[N+]([O-])c1cnccc1Nc1ccc(F)cc1
  i	i	i	i	i	i	i	i	i	i	-5.3
C/C(=C/c1ccccc1)C(=O)N1CCC(C)CC1
  i	i	i	i	i	i	i	i	i	i	-14.3
O=C(CC(Nc1cccc(Cl)c1Cl)C(=O)O)c1ccccc1 (centres undefined)
  i	i	i	i	i	i	i	i	i	i	-7.0
CC1CCC2(CC1)NC(=O)N(CC(=O)N1CCc3ccccc3C1)C2=O (centres undefined)
  i	i	i	i	i	i	i	i	i	i	-11.0
